Compound activity: PubChem, The Scripps Research Institute Molecular Screening Center
PAD4 inh – blocks human protein arginine deiminase 4. 0.41% of 330,000 active. recombinant PAD4, RCA probe fluorescence polarization. Q9UM07. inhibition, % at 6.36 µM. AID 485272;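 active means percent inhibition above a cutoff equal to the mean of all tested compounds plus 3 SD, cut at about 15% in these data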;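 further: 0% = PAD4 with RCA probe and DMSO and 100% = probe without PAD4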
Target sequence (Q9UM07 whole entry, looked up): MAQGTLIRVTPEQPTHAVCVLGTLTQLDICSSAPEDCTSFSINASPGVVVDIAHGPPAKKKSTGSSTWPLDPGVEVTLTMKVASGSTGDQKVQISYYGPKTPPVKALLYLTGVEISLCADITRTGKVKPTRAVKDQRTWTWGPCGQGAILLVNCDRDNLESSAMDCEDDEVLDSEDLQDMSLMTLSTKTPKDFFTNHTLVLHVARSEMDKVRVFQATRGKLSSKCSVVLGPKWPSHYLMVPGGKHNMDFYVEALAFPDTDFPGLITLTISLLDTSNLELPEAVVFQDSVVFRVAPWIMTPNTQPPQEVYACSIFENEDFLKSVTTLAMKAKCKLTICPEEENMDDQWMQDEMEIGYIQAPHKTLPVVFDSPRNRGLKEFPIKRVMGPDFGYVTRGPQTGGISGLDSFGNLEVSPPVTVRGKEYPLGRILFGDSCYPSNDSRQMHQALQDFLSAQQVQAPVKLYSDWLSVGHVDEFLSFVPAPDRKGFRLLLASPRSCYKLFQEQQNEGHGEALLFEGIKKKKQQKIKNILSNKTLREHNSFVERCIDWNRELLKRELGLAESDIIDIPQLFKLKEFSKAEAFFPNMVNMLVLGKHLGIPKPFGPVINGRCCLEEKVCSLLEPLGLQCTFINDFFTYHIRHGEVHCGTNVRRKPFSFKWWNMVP
PAFAH1B3 FP inh – inhibitors of human PAFAH1B3; 0.28% of 340,000 active; inhibition, % at 3.39 µM; AID 492972; recombinant PAFAH1B3, FP-rhodamine probe, fluorescence polarization; Q15102;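 active means inhibition above the screen-wide average of all tested compounds plus 3 SD, cut at about 25% in these data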;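 further: 0% = enzyme with DMSO only and 100% = wells lacking PAFAH1B3 protein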
pPAFAH FP inh – inhibitors of human plasma PAF acetylhydrolase (pPAFAH); Q13093; recombinant pPAFAH, FP-rhodamine probe fluorescence polarization; inhibition, % at 3.39 µM; 1.5% of 330,000 active; AID 463082;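 active means inhibition above the mean inhibition across the screen plus 3 SD, cut at about 25% in these data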;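 further: inhibitors block binding of the rhodamine activity-based probe so polarization drops; 0% = enzyme with DMSO and 100% = wells lacking pPAFAH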
GSTO1 counter – blocks human GSTO1 in RBBP9 counter-screen; P78417; recombinant GSTO1, activity-based probe fluorescence polarization; inhibition, % at 5.96 µM; 1.1% of 300,000 active; AID 1974;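 active means inhibition above the campaign mean inhibition plus 3 SD, cut at about 35% in these data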;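 further: 0% = GSTO1-1 with DMSO and 100% = wells lacking GSTO1-1 enzyme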
PAFAH2 inh – inhibitors of human PAFAH2. recombinant PAFAH2, FP-rhodamine activity probe, fluorescence polarization. Q99487. AID 492956. 0.99% of 340,000 active. inhibition, % at 3.39 µM;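 active means inhibition above the mean over all tested compounds plus 3 SD, cut at about 30% in these data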;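 further: inhibitors block probe labeling of enzyme so polarization drops; 0% = enzyme with DMSO and 100% = wells lacking PAFAH2 protein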
LYPLA1 counter – LYPLA1 (human) inhibition in PME1 counter-screen | recombinant LYPLA1, FP-Rh probe fluorescence polarization | inhibition, % at 5.9 µM | 0.16% of 320,000 active;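 active means inhibition above the mean of all tested compounds plus 3 SD, set per campaign, cut at about 14% in these data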;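 further: inhibitors block serine hydrolase probe labeling of LYPLA1 so polarization falls; 0% = enzyme with DMSO and 100% = wells lacking LYPLA1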
Target sequence (O75608 whole entry, looked up): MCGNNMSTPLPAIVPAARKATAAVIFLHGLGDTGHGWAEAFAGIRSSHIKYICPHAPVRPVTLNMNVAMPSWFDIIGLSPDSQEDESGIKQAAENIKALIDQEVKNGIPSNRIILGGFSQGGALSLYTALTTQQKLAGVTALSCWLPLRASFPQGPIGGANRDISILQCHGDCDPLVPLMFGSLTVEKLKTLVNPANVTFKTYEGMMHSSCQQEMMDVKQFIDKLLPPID
LYPLA2 inh – counter-screen for PME1 inhibitors: inhibitors of human LYPLA2; 0.38% of 320,000 active; recombinant LYPLA2, FP-Rh probe fluorescence polarization; inhibition, % at 5.9 µM;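 active means inhibition above the screen-wide mean plus 3 SD, limit set per campaign, cut at about 26% in these data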;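 further: 0% = LYPLA2 with DMSO and 100% = wells lacking LYPLA2 enzyme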
PME-1 inh – PME-1 (human) inhibition; inhibition, % at 5.9 µM; Q9Y570; 0.53% of 320,000 active; recombinant PME-1, FP-Rh probe fluorescence polarization;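 active means inhibition above the campaign mean of all compounds plus 3 SD, cut at about 26% in these data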;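 further: competitive labeling of PME-1 active site by serine hydrolase directed probe; 0% = PME-1 with DMSO and 100% = wells lacking PME-1 enzyme; inhibitors block probe labeling so polarization falls and inhibition rises; many of its hits are not listed in these tables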
PAFAH1B2 inh – PAFAH1B2 (human) inhibition. inhibition, % at 3.39 µM. P68402. 1.2% of 340,000 active. recombinant PAFAH1B2, FP-rhodamine activity probe, fluorescence polarization;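 active means inhibition above the mean of all tested compounds plus 3 SD, cut at about 24% in these data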;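 further: 0% = enzyme with DMSO and 100% = wells lacking PAFAH1B2; many of its hits are not listed in these tables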
* hit, by the source's call; / = no result given. Some of the compounds tested; the hit share may differ from the screen's.

Order of results: PAD4 inh, PAFAH1B3 FP inh, pPAFAH FP inh, GSTO1 counter, PAFAH2 inh, LYPLA1 counter, LYPLA2 inh, PME-1 inh, PAFAH1B2 inh
1. COc1ccc(N(C(=O)c2snc(C(N)=O)c2N)C(C(=O)NCc2ccccc2)c2ccc(F)cc2)c(OC)c1 (stereo not given)
→ 1, 2, 2, 5, -14, -1, -4, -8, -1
2. O=S(=O)([N-]c1nc2ccccc2nc1-[n+]1ccc(-c2ccncc2)cc1)c1ccccc1
→ 1, -4, 2, 2, 10, -1, 0, 6, -7
3. O=C1Nc2ccccc2O/C1=C\c1c(F)cccc1Cl
→ -1, 5, 13, 1, 3, 3, -2, -5, 4
4. COc1ccc(Cl)cc1NC(=O)CN(C)C(=O)COc1ccccc1F
→ 1, 6, -4, 7, -9, -3, 0, -10, -2
5. O=C1c2ccccc2C(=O)C1Cc1cccc2ccccc12
→ -7, 7, 4, 11, 14, -2, -1, -4, -3
6. CC(NC(=O)C(=O)NCCc1c[nH]c2ccccc12)c1ccccc1 (stereo not given)
→ 1, 10, 3, -3, -7, 4, 0, -12, 13
7. O=C(COc1cc(Cl)ccc1Cl)Nc1ccc2c(c1)CCC2
→ -2, 3, 2, 0, -4, -2, 1, -3, 7
8. O=C(CN1CCN(S(=O)(=O)c2ccc(F)cc2)CC1)NCC1(N2CCOCC2)CCCCC1
→ -2, -3, 2, /, 5, 2, -6, 24, 14
9. CNC(=O)COC(=O)/C=C/c1cccc(F)c1
→ 2, 9, 4, 4, 1, 1, 11, 8, 4
10. CCOCCCn1c(SCc2ccccc2)nnc1-c1ccncc1
→ -5, 4, 1, 4, -1, 3, 1, 2, 2
11. C=CCOC(=O)C1=C[C@H](C2CC2)[C@@H](CCCO)[C@H](OCC)O1
→ -1, -4, 4, 4, 5, 1, 8, -1, 2
12. Cc1c(C(=O)N(Cc2ccccc2)C(C)C)oc2ccc(S(=O)(=O)N3CCOCC3)cc12
→ 2, 1, 7, -6, 6, 4, 11, -1, 14
13. COC(=O)N/N=C/c1cn(Cc2ccc(F)cc2)c2ccccc12
→ 4, 6, 13, 4, 0, -4, 1, 4, 1
14. COc1cccc(Nc2nc(-c3ccccc3)nc3ccccc23)c1
→ 0, 5, -12, -23, -22, -25, -35, -33, -3
15. CCOC(=O)C1=C(COc2ccc(F)cc2Cl)NC(=O)NC1c1cc(C)ccc1C (stereo not given)
→ -3, 5, 1, -5, 0, -3, 5, -2, 1
16. CN(Cc1ccco1)C(=O)c1ccc(OC2CCN(Cc3ccccn3)CC2)cc1
→ -3, 4, 4, 1, -4, 3, 6, -6, 0
17. C/C=C/c1ccc(OCCOCCNCc2ccccc2)c(OC)c1
→ -5, 6, 6, 1, -2, 3, 6, 2, 6
18. O=C(C1=C[C@H](C2CCCCC2)C[C@H](OCc2ccc(CO)cc2)O1)N1CCOCC1
→ 6, -8, 3, 6, -5, 0, 1, -2, 0
19. Cc1cccc(C(=O)Nc2cccc(OC(=O)c3cccc(C)c3)c2)c1
→ -5, -13, -5, -17, -40, -18, -31, -32, -11
20. COc1ccc(S(=O)(=O)N2CCC(C(=O)NC3CC3)CC2)cc1
→ 0, 9, -8, -2, -12, -2, -2, 1, 5

Remaining list, next part
Order of results: PAD4 inh, PAFAH1B3 FP inh, pPAFAH FP inh, GSTO1 counter, PAFAH2 inh, LYPLA1 counter, LYPLA2 inh, PME-1 inh, PAFAH1B2 inh
21. CNC(=S)NCCc1ccc(OC)c(OC)c1
→ 0, 0, 5, -1, 1, -1, -7, 6, 1
22. COc1cccc(NC(=O)C2CCCCC2)c1
→ -4, 2, -2, -7, -2, 0, 4, -2, -2
23. Cc1ccc(NC(=O)[C@@H](CC(C)C)NC(=O)[C@@H]2Cc3ccccc3CN2)cc1
→ 1, 6, 4, 0, 5, 2, 7, -3, 4
24. COc1ccc(CNC(=O)COC(=O)CCOc2ccc(C)cc2)cc1OC
→ 0, 8, 8, 2, -2, -3, -2, -3, 0
25. CCCN(CCC)CCNC(=O)C1CC(=O)N(c2ccc(OC)cc2)C1c1ccc(OC)cc1 (stereo not given)
→ -2, -2, 3, 4, -5, 1, -4, -1, 1
26. O=C(CCC(=O)OCc1ccc(C(=O)Oc2ccccc2)cc1)Nc1cccc2ccccc12
→ -2, 4, 1, 2, -6, -1, 0, 4, 2
27. COc1cccc(CNC(=O)COC(=O)c2ccc(Cl)s2)c1
→ -4, 11, -8, /, -1, /, /, /, 3
28. Cc1nn(CC(=O)NC2CCCC2)c(C)c1[N+](=O)[O-]
→ 4, 14, -2, /, 9, -1, 1, 0, -2
29. CN1CCSc2ccc(C(=O)NCc3cccc(F)c3)cc21
→ -3, 2, 1, -1, 1, -3, 5, -2, -3
30. Cc1cc(NC(=O)CNC(=O)C2CCCCC2)no1
→ -2, -2, -2, 3, 3, -2, 0, -1, 6
31. CC(NC(=O)Cn1cc2c(n1)CCCCC2)c1ccccc1 (stereo not given)
→ 1, 1, 9, 2, 6, 2, 0, 2, 4
32. O=C(NCC1CCCO1)C1CCN(C2CCN(C(=O)C3CCCCC3)CC2)CC1 (stereo not given)
→ -4, 6, 1, -2, -3, 0, -2, -2, 4
33. Cc1cc(C)n(S(=O)(=O)c2ccccc2)n1
→ 1, -1, 0, 1, 0, 0, -1, 1, 7
34. C[C@@H](NCCc1ccc(O)cc1)[C@@H](O)c1ccc(O)cc1
→ -5, 7, 6, 1, 0, 1, -1, -2, -4
35. COC(=O)[C@H](CCSC)NC(=O)N1CCC(C)CC1
→ 4, 3, 8, 8, -6, 2, 1, 3, 3
36. Cc1ccc(NCc2nnc(SCCN3CCCCC3)n2CC2CCCO2)cc1Cl (stereo not given)
→ -4, 4, 1, 8, 3, 1, 5, -4, 4
37. O=C(c1cccc([N+](=O)[O-])c1)N1CCN(S(=O)(=O)N2CCCCC2)CC1
→ -5, 2, -2, 0, 7, 2, 3, -7, 3
38. CS(=O)(=O)Nc1cccc(C2=NN(S(=O)(=O)c3ccc(F)cc3)C(c3cccs3)C2)c1 (stereo not given)
→ -4, -3, 1, 3, -14, -3, 0, -1, -3
39. COc1cc(S(=O)(=O)NC2CCCC2)ccc1Cl
→ -3, 4, 8, -2, 3, 5, 6, 5, 2
40. O=C1CC(c2ccccc2)Oc2cc(O)cc(O)c21 (stereo not given)
→ 5, -8, 9, 12, 0, -3, 9, 5, 7

Next section:
Order of results: PAD4 inh, PAFAH1B3 FP inh, pPAFAH FP inh, GSTO1 counter, PAFAH2 inh, LYPLA1 counter, LYPLA2 inh, PME-1 inh, PAFAH1B2 inh
41. COc1ccc(Cn2c(C(C)C)nc3sc4ccccc4c(=O)c3c2=O)cc1
→ 0, -2, 6, 4, 2, 1, 6, -5, -3
42. C/C(=N\NC(=O)c1nonc1N)c1cccs1
→ 4, 5, 3, 8, -1, -2, -1, -3, -1
43. CC1CCN(CC(=O)Nc2ccc(S(=O)(=O)NC3CC3)cc2)CC1
→ -3, 4, -2, 4, -4, 1, 1, -4, 1
44. Cc1nn(CC(=O)N2CCc3ccccc32)c(C)c1S(=O)(=O)NC(C)(C)C
→ -10, 14, 3, /, 9, /, /, /, 7
45. CCN(CC)C(=O)c1sc(N)c(C#N)c1C
→ 0, 15, -6, 10, -1, -2, -3, 1, 7
46. O=C(Cn1nc(Cl)nc1Cl)c1ccc(F)cc1
→ 1, 7, 0, 4, -1, -3, 2, 4, 5
47. O=C(Cn1cc2c(n1)CCCC2)NCc1cccs1
→ -3, 22, 3, -4, -1, 2, -4, 3, 0
48. COc1ccc2oc(-c3ccccc3)c(C(=O)N3CCOCC3)c2c1
→ 4, -7, 0, 4, 3, 0, 4, 2, -1
49. O=C(COc1cc2oc(=O)c3c(c2cc1Cl)CCC3)NCCCn1ccnc1
→ -2, 6, 2, -1, 5, 1, 7, -1, -1
50. COc1ccc(Cl)cc1NC(=O)C(C)N1CCc2ccccc21 (stereo not given)
→ -8, 9, 6, 5, 8, 1, 5, 3, 6
51. CCOc1ccc(-c2nnn(CC(=O)NCc3ccccc3)n2)cc1
→ -3, 0, 4, -1, -4, -1, -1, -3, 1
52. COc1cc(/C=C/c2cc[n+](C)cc2)ccc1OCC(=O)Nc1ccc(Cl)c(Cl)c1
→ -2, 1, -2, 0, -9, -13, -7, -50, 0
53. Cc1cc(NC(=O)COC(=O)C(Cc2ccccc2)NC(=O)c2ccco2)no1 (stereo not given)
→ -6, -6, 4, -3, -10, -1, 1, -4, -6
54. COc1ccccc1CNC(=O)COC(=O)Cc1ccc(Br)cc1
→ 3, 7, 23, /, 0, /, /, /, 6
55. CCC1CCCCN1S(=O)(=O)c1ccc2[nH]c(=O)ccc2c1 (stereo not given)
→ -1, 8, 8, 3, 17, 0, 4, -5, 5
56. CC(=O)Nc1ccccc1NC(=O)C/C(C)=N/NC(=O)c1cccnc1
→ 2, 1, 3, 1, -12, 0, -2, 0, 1
57. COc1ccccc1C(=O)N1CCN(c2ccc(N3CCOCC3)nn2)CC1
→ 0, 13, 0, 4, 9, 3, 6, -2, 5
58. Cn1c(=O)oc2cc(S(=O)(=O)NCCN3CCN(c4ccccc4)CC3)ccc21
→ -7, 0, -2, 12, 0, -4, 2, -2, 4
59. N#CCNC(=O)C1c2ccccc2Oc2ccccc21
→ -4, 7, 3, 0, 2, 4, 5, 3, 4
60. O=C(CSc1nnc(-c2ccncc2)n1Cc1ccco1)c1ccc(Cl)cc1
→ -6, -1, 6, 32, 6, 2, 2, 0, 9

Other structures:
Order of results: PAD4 inh, PAFAH1B3 FP inh, pPAFAH FP inh, GSTO1 counter, PAFAH2 inh, LYPLA1 counter, LYPLA2 inh, PME-1 inh, PAFAH1B2 inh
61. CC1=CC2=NC(=O)CC(C)(C(=O)N(CC(=O)NC3CCCC3)c3cc(C)cc(C)c3)N2C=C1 (stereo not given)
→ 4, 2, 3, 4, 2, 1, 9, -1, 1
62. Cc1cc(SCc2ccc(Br)cc2)nc(=O)[nH]1
→ 0, 2, 6, 3, 9, -1, 0, 6, 19
63. Fc1ccc(NC2=NCCCCC2)cc1
→ -3, 9, 6, 10, -4, -2, -3, -3, 1
64. O=C(O)c1cccc(N=C2NC(=O)C(CO)(CO)S2)c1
→ -1, 0, 6, 7, 3, 3, 11, -4, 4
65. O=S(=O)(Nc1nnc(-c2ccccc2)s1)c1ccc(Cl)cc1
→ -3, -1, -15, -9, 2, -3, 2, -3, 1
66. COc1cccc(NC(=O)NCc2cccn2C)c1
→ -5, 3, 2, -10, 3, -6, -3, -9, -4
67. Cc1ccc(C)c(NC(=O)C2CCCN(S(=O)(=O)c3cccnc3)C2)c1 (stereo not given)
→ -5, 10, 2, 0, 5, 5, 9, 11, -3
